# p53ts 32C tox – p53ts cell cytotoxicity, permissive temperature. H1299-p53A138V at 32C, ATP luminescence viability, 24 h. Potency, µM (doses to about 46.1 µM), without a hit: at the highest dose activity change, negative = cytotoxicity, hits mostly cytotoxic. 0.93% of 130,000 active. AID 924;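 also: 0% = DMSO and -100% = full killing by reference compound; nearly all actives have a fitted effect of over 55% in size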
#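 Cells: H1299 p53ts (A138V), 600/well, pre-incubated 16–30 h at 37C. Cpd up to 46 uM, 24 h, 32C. Readout: ATPlite luminescence, 20 min RT. Normalization: DMSO vs tamoxifen 100 uM. AC50 by Hill equation.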
# Imprint erasure – inducers of genomic imprint erasure in mouse ES cells; Potency, µM (series often up to 60.7 µM), inactives show top-dose activity change, positive = activation, actives largely listed as activators; mouse ES Peg3-LacZ reporter, beta-gal luminescence, 40 h; 0.02% of 110,000 active;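 also: 0% = negative control wells on the plate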
#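 Gelatin-coated wells received 300 freshly trypsinized female ES cells with a Peg3LacZ-Neo reporter on the maternal allele, then incubated 40 hours at 37C. BetaGlo was added for 5 minutes at room temperature before a single luminescence read.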
# p53ts 39C tox – kills p53ts cells at the nonpermissive temperature; 1.5% of 130,000 active; H1299-p53A138V viability at 39C, ATP luminescence, 24 h; Potency, µM (titrated, usually from 46.1 µM), without a hit: at the top dose activity change, negative = cell killing, most hits filed as cytotoxic; also: nearly all actives have a fitted effect of over 55% in size
# IkB signaling – suppresses IkB signaling in ABC-DLBCL reporter cells | ABC-DLBCL IkBa-CBG/CBR dual luciferase ratio, 4 h; response scale: scaled: untreated 0%, proteasome inhibitor 100% | AID 445 | Potency, µM (series often up to 57.1 µM), without a hit: top-dose IkBa stabilization activation | 0.04% of 110,000 active; active = well fitted curve in the direction sought with a large enough effect in the signal ratio, not every such curve was filed as active; inconclusive = small, poorly fitted or top-dose-only effect, or a change in a side signal; the % refers to the signal ratio;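 also: the direction sought is a rising ratio; 0% = basal untreated cells and 100% = reference inhibitor full response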
#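 Curves were fitted separately to fusion (green), unfused (red) and ratio luminescence, then classed by r2, magnitude and activity. Cells: OCI-Ly3, 4 h compound plus doxycycline at 37C; 10 uM MG-132 defined full response.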
# Numbers without * were called inactive; ? = inconclusive; . = not tested or not shown; & = joins results of further samples; [ ] = dose if it differs, or a comment. Unless noted, calls follow the shape of the dose curve; as a rule, active = well fitted curve in the direction sought with a large enough effect; inconclusive = small, poorly fitted or top-dose-only effect, or another doubt; inactive = no such curve, though single readings can be large; an effect the other way counts as inactive or inconclusive. Unless noted, % is scaled to controls: 0 for no effect and ±100 for the full control effect; potency is read from the fitted curve at half-maximal effect.
SMILES,p53ts 32C tox,Imprint erasure,p53ts 39C tox,IkB signaling
CCCN1C(=O)C(O)(CC(=O)c2ccc(CC)cc2)c2ccccc21 (configuration not stated),-14%,-19%[10.9 µM],6%,1.1%
O=C(CSc1nc(-c2ccco2)nc2cc(=O)[nH]n12)Nc1ccccc1F,8%,-8%[10.9 µM],-7%,?
O=C(C1CCN(S(=O)(=O)c2cccc3nsnc23)CC1)N1CCn2c1nc1ccccc12,4%,-10%,2%,-0.9%
c1ccc(CNc2nc3ccccc3[nH]2)cc1,10µM*,-65%[inhibitor],?,-0.8%
COc1cccc(CCNC(=O)c2cnc3sc(N4CCOCC4)nn3c2=O)c1,-8%,-6%[10.9 µM],-16%,-0.7%
CCOC(=O)c1cc(-c2ccccc2)n(-c2cccc(C(=O)Nc3cccc(SC)c3)c2)c1C,11%,-19%[10.9 µM],-3%,1.0%
COc1ccc(-c2cc(C(F)(F)F)c(C#N)c(SCC(=O)Nc3ccccc3F)n2)cc1,-1%,-8%[10.9 µM],12%,2.6%
Cc1ccc(-c2ccc(CCC(=O)O)n2-c2ccc(C(C)C)cc2)cc1,9%,-8%[10.9 µM],-1%,?
Cc1cccc(NC(=O)C(=O)NCC(c2cccnc2)N2CCc3ccccc32)c1C (configuration not stated),-9%,-13%[10.9 µM],-15%,0.8%
CCOC(=O)COc1ccc(S(=O)(=O)NCc2cccnc2)cc1,6%,-9%,2%,-1.6%
O=C(CSc1nnc(C2COc3ccccc3O2)o1)N1CCCc2ccccc21 (configuration not stated),-5%,-4%,-1%,?
Cn1c(=NC(=O)c2ccc(S(=O)(=O)N3CCCc4ccccc43)cc2)sc2cc(F)ccc21,-2%,-10%[10.9 µM],15%,2.6%
Nc1ccc(Nc2ccccc2)c(Cl)c1,1%,.,-3%,.
O=C(COc1ccccc1)N1CCN=C1c1ccccc1,-1%,-15%,12%,1.4%
CCn1c(CN2CCOCC2)nc2cc(NC(=O)c3cc(OC)c(OC)c(OC)c3)ccc21,6%,-6%[10.9 µM],24%,?
O=C(Cn1cnc2ccccc21)NCc1ccccc1,4%,-1%,-2%,-2.7%
O=c1c(O)c(-c2ccc(O)cc2O)oc2cc(O)cc(O)c12,12%,-4%&-9%&-5%,34%[activator],1.2%
NC(=O)c1ccccc1NC(=O)NC1CCCCC1,-11%,.,-12%,.
COCCCn1c(SCC(=O)Nc2ccc3c(c2)OCCO3)nnc1-c1ccoc1C,-6%,17%,-1%,0.0%
CCOc1ccc(-c2nnc(SCC(=O)NCCC(C)C)nc2-c2ccc(OCC)c(OC)c2)cc1OC,6%,-9%[10.9 µM],-17%,-0.3%
O=C(O)c1ccc(NS(=O)(=O)c2ccc(Cl)c(C(=O)Nc3ccccc3)c2)cc1,10%,2%[10.9 µM],19%,7.1%
CCOC(=O)Cn1c(=O)n(-c2cccc(Cl)c2)c2nc(-c3ccccc3Cl)nc(C(N)=O)c21,8%,-8%[10.9 µM],-8%,1.5%
CN1CCCCc2c1[nH]c1ccccc1c2=O,11%,-3%,4%,1.9%
COCCOC(=O)C1=C(C)Nc2nc(C)nn2C1c1ccc(F)cc1 (configuration not stated),-4%,0%,-13%,-0.3%
O=C(Cc1ccccc1)Nc1cccc(-c2nc3cccnc3s2)c1,9%,13%[10.9 µM],10%,2.1%
COc1ccc(-n2c(Cc3cc(=O)[nH]c(=O)[nH]3)nnc2SCC(=O)N2CCCC2)cc1,9%,-5%,2%,-4.4%
Brc1ccc(-c2nnc3ccc(N4CCN(c5ccccc5)CC4)nn23)cc1,1%,-4%,-7%,-4.7%
Cc1nc2cc(C(F)(F)F)ccc2n1C1CCN(CC(=O)N2CCOCC2)CC1,2%,-8%,5%,1.1%
CCc1ccc(NC(=O)CSC2=Nc3ccccc3C3=NC(CCC(=O)NCCc4ccccc4)C(=O)N23)cc1 (configuration not stated),7%,-5%[10.9 µM],2%,?
OCCOCCn1c2ccccc2c2ccccc21,2%,7%,-5%,2.5%
COc1cccc(C(=O)Nc2cccc(OC(C)=O)c2)c1,?,-76%[inhibitor],?,5.8%
Cc1[nH]c(=O)[nH]c(=O)c1S(=O)(=O)Nc1ccc(Oc2ccccc2)cc1,-10%,6%,7%,-2.1%
CCc1ccc(S(=O)(=O)Nc2cc3c(cc2C)n(C)c(=O)c(=O)n3C)cc1,-7%,4%[10.9 µM],-20%,-0.8%
CCc1cccc(C)c1NC(=O)C(CC)n1ncn2c(cc3cc(C)ccc32)c1=O (configuration not stated),-12%,-7%[10.9 µM],?,?
CCCOC(=O)c1sc2nc3c(cc2c1N)C(=O)CCC3,4%,4%,4%,0.2%
COc1cccc(N2CCN(S(=O)(=O)c3ccc4c(c3)CCCN4C(C)=O)CC2)c1,-15%,-9%[10.9 µM],-26%,-0.6%
COCc1cc(=O)n2[nH]c(-c3ccccc3)cc2n1,-18%,-64%[inhibitor],-10%,?
O=C(NCc1cccs1)C1CCCN1C(=O)NC1CCCCC1 (configuration not stated),2%,-13%,-3%,2.9%
O=C(Nc1ccccc1NC(=O)c1ccco1)c1ccco1,-6%,-7%,12%,-0.4%
Cc1cccc(NC(=O)Cn2c(=O)n(Cc3ccccc3)c(=O)c3oc4ccccc4c32)c1C,11%,-10%[10.9 µM],-6%,4.1%
CCOC(=O)c1cc(-c2ccccc2)nn1Cc1ccccc1,10%,7%[10.9 µM],11%,0.1%
CCOc1cc2[nH]c(=S)n(CCCN(CC)CC)c(=O)c2cc1OCC,8%,.,12%,.
COc1cccc(-n2c(SCC(=O)N3CCOCC3)nc3c([nH]c4ccccc43)c2=O)c1,-18%,29%,2%,-0.2%
COc1cccc(CNC(=O)C2CCN(c3nc4ccc(Cl)cc4[nH]3)CC2)c1,-12%,-3%[10.9 µM],-20%,?
Cc1c(-c2nc(-c3ccccc3)no2)nnn1-c1ccc(F)c(Cl)c1,1%,-16%[10.9 µM],-13%,?

# Grouped by structure, the entries above with a CF3 group.
SMILES,p53ts 32C tox,Imprint erasure,p53ts 39C tox,IkB signaling
COc1ccc(-c2cc(C(F)(F)F)c(C#N)c(SCC(=O)Nc3ccccc3F)n2)cc1,-1%,-8%[10.9 µM],12%,2.6%
Cc1nc2cc(C(F)(F)F)ccc2n1C1CCN(CC(=O)N2CCOCC2)CC1,2%,-8%,5%,1.1%

# Continuation:
SMILES,p53ts 32C tox,Imprint erasure,p53ts 39C tox,IkB signaling
FC(F)(F)c1ccccc1-c1ccc2ncnc(NCCN3CCOCC3)c2c1,-7%,?,-11%,1.9%[11.4 µM]
Cn1c(-n2cccc2)c(-c2c(-c3ccccc3)[nH]c3c2c(=O)n(C)c(=O)n3C)c(=O)n(C)c1=O,3%,-10%[10.9 µM],-13%,-0.7%
CN(C)CCn1c2c(c(SCC(=O)Nc3ccc(F)cc3F)nc1=O)CCC2,11%,-10%[10.9 µM],18%,1.9%
O=S(=O)(c1cccc(S(=O)(=O)N2CCC(N3CCCCC3)CC2)c1)N1CCOCC1,-5%,-3%,6%,1.1%
CCCC(=O)N(c1ccc2oc3c(c2c1)CCCC3)S(=O)(=O)c1cc(C)ccc1C,-12%,-13%[10.9 µM],-5%,3.0%
CCc1ccccc1NC(=O)Cn1ncc2c(C)n(Cc3ccccc3F)c(C)c2c1=O,-2%,-9%[10.9 µM],?,0.8%
CCCc1[nH]nc2c1C(c1ccc(OC)c(Cn3nnc4ccccc43)c1)C(C#N)=C(N)O2 (configuration not stated),6%,-11%,-5%,7.2%
Cc1nn(-c2ccccc2)c2c1/C(=N/O)CC(C)(C)C2,13%,-1%,-12%,1.9%
O=C(Cn1nc(C(F)(F)F)c2c1CCCC2)NCc1ccco1,7%,-10%,2%,-0.1%
Cc1cccc(NC(=O)c2sc3nc(N)c(C#N)cc3c2N)c1,29%,.,25%,.
CC1=C(c2ccc(C(C)C)cc2)S(=O)(=O)NC1=NCc1ccccc1C,2%,-7%[10.9 µM],-9%,-1.7%
COc1ccc(-n2c(=S)[nH]c3cc(C(=O)NCCCN4CCCC4=O)ccc3c2=O)cc1,2%,10%,-6%,0.8%
COc1ccc(C(=O)N2CCN(c3ccc(C)cc3)CC2)cc1OC,-3%,-9%,-1%,4.4%
Cc1ccc(CCNC(=O)CC2Oc3ccc(C)cc3NC2=O)cc1 (configuration not stated),6%,-8%,3%,0.4%
COC(=O)C1(C(=O)OC)Sc2ccccc2C1=O,-3%,2%,6%,0.5%
CC(C)CC(NS(=O)(=O)c1ccc2c(c1)oc(=O)n2C)C(=O)N1CC=C(c2ccccc2)CC1 (configuration not stated),12%,-8%,8%,4.2%
CCOC(=O)c1ccc(N=CC2=C(O)CC(C)(C)CC2=O)cc1,-6%,.,-3%,.
Cc1ccc2oc(-c3ccc(NC(=O)CCC(=O)O)cc3)nc2c1,?,-18%[10.9 µM],16µM*,?
Cc1ccc(-n2c(Cc3cccn3C)nnc2SCC(=O)NCc2ccco2)cc1,10%,-9%,3%,0.5%
CC1Cc2cc(S(=O)(=O)CCC(=O)NCc3ccccc3Cl)ccc2N1C(=O)C1CC1 (configuration not stated),12%,25%[10.9 µM],-23%,-0.5%
Cc1ccc(-n2c(C)cn(C(=O)c3ccccc3)c2=S)cc1,3%,.,-10%,.
COc1ccc(OCCOC(=O)Nc2ccccc2)cc1,2%,-22%,?,1.1%
Cc1cccc(NC(=O)c2oc3c(c2C)C(=O)CC(C)(C)C3)n1,-1%,-11%,-6%,1.0%

# Among those listed so far, these have an NH in an aromatic ring.
SMILES,p53ts 32C tox,Imprint erasure,p53ts 39C tox,IkB signaling
O=C(CSc1nc(-c2ccco2)nc2cc(=O)[nH]n12)Nc1ccccc1F,8%,-8%[10.9 µM],-7%,?
c1ccc(CNc2nc3ccccc3[nH]2)cc1,10µM*,-65%[inhibitor],?,-0.8%
CN1CCCCc2c1[nH]c1ccccc1c2=O,11%,-3%,4%,1.9%
COc1ccc(-n2c(Cc3cc(=O)[nH]c(=O)[nH]3)nnc2SCC(=O)N2CCCC2)cc1,9%,-5%,2%,-4.4%
Cc1[nH]c(=O)[nH]c(=O)c1S(=O)(=O)Nc1ccc(Oc2ccccc2)cc1,-10%,6%,7%,-2.1%
COCc1cc(=O)n2[nH]c(-c3ccccc3)cc2n1,-18%,-64%[inhibitor],-10%,?
CCOc1cc2[nH]c(=S)n(CCCN(CC)CC)c(=O)c2cc1OCC,8%,.,12%,.
COc1cccc(-n2c(SCC(=O)N3CCOCC3)nc3c([nH]c4ccccc43)c2=O)c1,-18%,29%,2%,-0.2%
COc1cccc(CNC(=O)C2CCN(c3nc4ccc(Cl)cc4[nH]3)CC2)c1,-12%,-3%[10.9 µM],-20%,?
Cn1c(-n2cccc2)c(-c2c(-c3ccccc3)[nH]c3c2c(=O)n(C)c(=O)n3C)c(=O)n(C)c1=O,3%,-10%[10.9 µM],-13%,-0.7%
CCCc1[nH]nc2c1C(c1ccc(OC)c(Cn3nnc4ccccc43)c1)C(C#N)=C(N)O2 (configuration not stated),6%,-11%,-5%,7.2%
COc1ccc(-n2c(=S)[nH]c3cc(C(=O)NCCCN4CCCC4=O)ccc3c2=O)cc1,2%,10%,-6%,0.8%

# Bioassay records (PubChem)
